Screening data (PubChem BioAssay)
Mdm2 ligase inh: Mdm2 E3 ligase (human) inhibition; hit rate 0.11% among 210,000; signal enhancement, % at 5 µM; cell-based MDM2 ubiquitination luciferase reporter, 2 h; 0 = plate control, 100 = twice control, blank-subtracted; Q00987; AID 1230;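 active means signal enhancement of 30% or more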;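 further: luminescence tracks abundance of the self-degrading MDM2-luciferase fusion protein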
Target sequence (Q00987 whole entry, looked up, the tested form may be a part): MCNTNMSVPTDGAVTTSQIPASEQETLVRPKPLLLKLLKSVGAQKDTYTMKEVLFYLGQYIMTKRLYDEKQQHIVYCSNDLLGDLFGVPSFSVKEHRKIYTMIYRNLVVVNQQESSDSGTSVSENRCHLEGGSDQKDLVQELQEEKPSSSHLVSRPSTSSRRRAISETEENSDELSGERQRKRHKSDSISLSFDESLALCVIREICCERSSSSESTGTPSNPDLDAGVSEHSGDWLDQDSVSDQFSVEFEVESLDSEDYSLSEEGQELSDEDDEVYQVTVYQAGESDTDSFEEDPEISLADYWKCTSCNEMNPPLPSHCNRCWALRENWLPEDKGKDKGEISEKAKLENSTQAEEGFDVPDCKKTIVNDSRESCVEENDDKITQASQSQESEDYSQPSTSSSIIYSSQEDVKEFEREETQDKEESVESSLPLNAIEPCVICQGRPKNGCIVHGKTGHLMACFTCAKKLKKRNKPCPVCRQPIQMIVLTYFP
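Test system: stable mammalian line carrying autodegrading MDM2–luciferase fusion reporter; quantity: 2000 cells in each well; times: 4 h cell settling then 2 h compound exposure, 37 °C; detection: luminescence with SteadyLite reagent, 15 min at room temperature; evaluation: percent signal gain over controls, blank-subtracted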
eIF4E 4G PPI: blocks eIF4E binding to eIF4G. TR-FRET eIF4E-eIF4GI(517-606) binding, 2 h. P63073+Q04637. inhibition, % at 21.7 µM. hit rate 0.37% among 220,000;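 active means inhibition above about 30%, limit read from the data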;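 further: 0% = full FRET control wells and 100% = background wells lacking eIF4GI fragment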
m-calpain inh: inhibitors of pig calpain II | hit rate 0.37% among 220,000 | inhibition, % at 16 µM | purified calpain II, fluorogenic peptide substrate, 30 min | AID 1236;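 active means inhibition above about 50%, limit read from the data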
Rad51 HR inh: Rad51 (human) homologous recombination inhibition. inhibition, % at 10 µM. hRad51 DNA strand exchange, fluorescence dequenching. hit rate 0.085% among 200,000. Q06609. AID 1385;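 active means inhibition above 40% at the single screening dose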;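 further: 0% = DMSO control wells and 100% = blanks with heterologous ssDNA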
Target sequence (Q06609 whole entry, looked up): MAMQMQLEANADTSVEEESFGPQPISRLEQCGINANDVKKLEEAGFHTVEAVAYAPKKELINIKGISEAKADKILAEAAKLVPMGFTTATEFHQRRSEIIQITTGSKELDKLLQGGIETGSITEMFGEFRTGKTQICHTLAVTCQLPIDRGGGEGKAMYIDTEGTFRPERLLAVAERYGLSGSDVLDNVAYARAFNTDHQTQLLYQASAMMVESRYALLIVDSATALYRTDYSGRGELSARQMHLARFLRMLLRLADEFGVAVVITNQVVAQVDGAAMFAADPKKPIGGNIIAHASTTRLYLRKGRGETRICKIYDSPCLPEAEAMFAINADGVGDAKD
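Material: human Rad51–ssDNA filaments; Probe or stimulus: labelled 47-mer dsDNA for strand exchange; Doses: single 10 µM dose; Incubation: 37 °C 15-min filament assembly, 30-min compound preincubation, 15-min exchange; Technique: FRET fluorescence dequenching, excitation 485 nm, emission 520 nm; Measure: Fluorescence-based percent inhibition, control- and blank-normalised; Benchmarks: plate control and blank wells.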
TNF necrop inh: inhibitors of TNF-alpha induced necroptosis in Jurkat FADD-/- cells; activation (protection from cell death), % at 10 µM; Jurkat FADD-/- TNF necroptosis rescue, ATP luminescence, 24 h; 0 = TNF only, 100 = no-TNF cells; hit rate 0.068% among 220,000;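 active means activation, meaning protection from cell death, of at least 50% relative to plate controls; inactive means activation below 50%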;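 further: necroptosis triggered by 40 ng/mL TNF-alpha added together with compound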
PERK inh: inhibitors of human PERK kinase. hit rate 0.17% among 220,000. AID 1416. inhibition, % at 5.6 µM. CHO PERK-DD fusion, SEAP luminescence translation reporter. Q9NZJ5;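 active means inhibition above the mean inhibition of all tested compounds plus 3 SD, set separately per screening campaign, cut at about 2.9% in these data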;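 further: PERK kinase domain activated by AP20187 dimerizer at 100 nM; 0% = DMSO with dimerizer and 100% = rapamycin at 8.4 µM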
Cl transport mod: KCC2 (human) Cl- transport modulation. Q9H2X9. KCC2 cells, thallium flux FluoZin-2 fluorescence. B-score of Tl+ flux slope (higher = more flux/activation; lower = inhibition) at 10 µM. hit rate 2.2% among 190,000;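 active means thallium flux slope and its plate-corrected score both differing from the plate sample mean at a set confidence after two filtering rounds, in either direction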;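 further: slope of fluorescence scaled to starting intensity during 10 to 20 s after thallium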
zVAD death inh: blocks zVAD induced death of L929 cells. L929 zVAD necroptosis rescue, ATP luminescence, 24 h; with zVAD 60 µM. viability rescue, % at 10 µM. hit rate 0.38% among 220,000. AID 1377;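 active means activation, scaled between plate controls, above about 75%, limit read from the data; inactive means activation under that limit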;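 further: 0% = zVAD with DMSO and 100% = DMSO alone without zVAD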
EBV gp42 inh: inhibitors of Epstein-Barr virus glycoprotein 42; Fluorescence polarization binding assay, mP read-out; inhibition, % (tested at 21.74 µM); hit rate 0.42% among 220,000; AID 1085; in the data active means inhibition above about 50%
Active calls of the source: *; . = no result given; [ ] = remark or other dose. Compounds were not picked by outcome; overall some 3.6% were active at least once.

Every second line gives: Mdm2 ligase inh, eIF4E 4G PPI, m-calpain inh, Rad51 HR inh, TNF necrop inh, PERK inh, Cl transport mod, zVAD death inh, EBV gp42 inh
> O=C(NCc1ccco1)C1CCCN1C(=O)Nc1ccc(Cl)cc1 (configuration not stated)
→ -4, -3, -18, 2, 0.1, 0.5, 0.07, 0.2, 3
> CCCC(=O)OC(C(=O)Nc1cc(C(F)(F)F)ccc1Cl)c1ccccc1 (configuration not stated)
→ -8, -3, 37, -4, 1.8, 0.0, -0.45, 1.0, -13
> CCn1c(C)cc(/C=C2/SC(=S)N(CC(=O)O)C2=O)c1C
→ -16, 4, -7, -30, -0.7, 0.7, -0.26, 3.5, -67
> CC(C)c1ccc(/C=C2\NC(=S)N(Cc3cccnc3)C2=O)cc1
→ -8, -2, 8, 18, -0.4, 1.2, 1.5, 0.3, -9
> CCN1C(=O)c2cccc3c(S(=O)(=O)Nc4ccc(OC)cc4OC)ccc1c23
→ -18, 1, -2, ., -3.8, -0.3, -1.2, -0.2, -12
> CCc1ccc(NC2=CC(=O)CC(c3ccco3)C2)cc1 (configuration not stated)
→ -14, -4, 5, 8, -2.8, -0.1, -1.1, 0.1, -1
> CCc1nc(N2CCCCC2C)c2oc3ccccc3c2n1 (configuration not stated)
→ -2, 5, 6, 7, -10, -0.5, 0.2, 0.8, -2
> COc1ccc(CNS(=O)(=O)NCc2ccccc2)cc1OC
→ -6, 1, -20, 0, -0.8, -0.3, -0.83, 4.0, -6
> CC(C)(C)OC(=O)NNC(=O)c1cccs1
→ -20, 2, -10, -48, 1.0, 2.1, 0.019, 1.4, -4
> COc1ccc(/C=C/C(=O)NC(=S)Nc2ccc(S(=O)(=O)Nc3cc(OC)ncn3)cc2)cc1
→ -17, -10, -1, 5, 1.3, 0.8, -0.17, 2.6, -8

Later entries.
Every second line gives: Mdm2 ligase inh, eIF4E 4G PPI, m-calpain inh, Rad51 HR inh, TNF necrop inh, PERK inh, Cl transport mod, zVAD death inh, EBV gp42 inh
> Cc1ccc(CN2C(=O)N/C(=C/c3cc(C)n(-c4ccccn4)c3C)C2=O)cc1
→ -9, 0, -52, -5, 3.4, 0.0, 0.45, 2.5, 9
> Cc1ccc(NC(=O)Cn2c(CCC(=O)O)ccc2-c2cccs2)cc1
→ -12, -7, -38, 2, 0.3, -0.5, 0.036, -0.5, -22
> O=C(CN1CCc2ccccc21)NN1CC(=O)N(c2ccc(Cl)cc2)CC1=O
→ -1, 1, 26, -6, 2.1, 1.0, 0.4, 0.0, -10
> CCOC(=O)C1=C(C)Nc2ccccc2N=C1NC(=O)/C=C/c1ccc(OC)cc1OC
→ 2, 0, -81, -6, -1.8, -0.4, -2.1, 0.1, -44
> O=C1c2cc([N+](=O)[O-])cc3cc([N+](=O)[O-])cc(c23)C(=O)N1c1ccccn1
→ ., 7, 11, ., -2.3, -0.8, -0.71, 65, -9
> CC(C(=O)O)N1C(=O)c2ccccc2C1=O (configuration not stated)
→ -10, 3, -23, -4, 0.7, 0.5, 0.3, 1.7, -17
> N#Cc1ccc(S(=O)(=O)N2CCN(c3ncccn3)CC2)cc1
→ -7, 3, 6, 16, 3.2, 1.3, 0.69, 3.2, -2
> COc1ccc(NC(C#N)c2ccc(OC)cc2)cc1 (configuration not stated)
→ 7, -1, -5, 3, -1.0, 0.3, 0.43, 0.2, -12
> CN(C)S(=O)(=O)N(CCN1CCOCC1)Cc1ccccc1F
→ -1, -3, -14, -4, 1.1, 0.7, ., 2.1, -21
> COCCn1nnnc1C(c1cc2cc(OC)ccc2[nH]c1=O)N1CCC(Cc2ccccc2)CC1 (configuration not stated)
→ -9, ., ., -1, -2.2, -1.1, 0.17, 0.1, .

Additional structures follow:
Every second line gives: Mdm2 ligase inh, eIF4E 4G PPI, m-calpain inh, Rad51 HR inh, TNF necrop inh, PERK inh, Cl transport mod, zVAD death inh, EBV gp42 inh
> O=C(Cc1cccc(C(F)(F)F)c1)NCc1ccc(Cl)cc1
→ -14, -1, 3, 7, 2.6, 1.2, -0.26, -0.1, -20
> O=C(CCN1Cc2ccccc2C1)c1ccc2c(c1)OCCO2
→ -14, 17, -46, 6, -4.2, 0.0, 0.099, -0.2, -12
> COc1ccc(/C=C/C(=O)C2(O)CCCCC2)cc1OC
→ -16, 2, 26, 3, 7.1, 0.0, -1.5, 16, 1
> CCOC(=O)CN(Cc1sccc1C)C(=O)Nc1cccc(OC)c1
→ -11, -1, -1, 1, 2.3, -0.1, 0.8, 0.5, -14
> CS(=O)(=O)N(CC(=O)N1CCCC1)c1ccc2c(c1)OCCO2
→ 0, -7[fluorescence artefact?], -2, -1, 3.5, 0.4, ., 0.8, -23
> C/C(=N\Nc1ncc(Cl)cc1Cl)c1ccc(C#N)cc1
→ -4, -4, -11, 8, 1.9, 0.9, ., 2.4, -6
> CCOc1ccc(NC(=O)C2C3C=CC4(CN(C(C(=O)OC)C(C)C)C(=O)C24)O3)cc1 (configuration not stated)
→ ., -5, -2, ., 1.7, -0.3, -0.79, ., 0
> CCOc1cc(N2CCOCC2)c(OCC)cc1NC(=O)CSc1nccc(C)n1
→ -15, 3, 12, 2, 1.3, 0.7, -0.34, 4.2, -7
> O=C(Nc1cc(Cl)cc(Cl)c1)C(NCCCO)c1ccccc1 (configuration not stated)
→ -6, 0, -5, -1, 4.6, 0.0, -0.61, 3.1, 4
> COc1cc(CNc2ccc(CNc3ncn[nH]3)cc2)cc(Cl)c1OCc1ccccc1
→ -9, 1[fluorescence artefact?], 9, -18, -3.9, 0.2, 1.5, -0.9, 14

(cont.)
SMILES,Mdm2 ligase inh,eIF4E 4G PPI,m-calpain inh,Rad51 HR inh,TNF necrop inh,PERK inh,Cl transport mod,zVAD death inh,EBV gp42 inh
FC(F)(F)C(Oc1nc(NC2CCCCC2)nc(N2CCOCC2)n1)C(F)(F)F,6,8,-1,4,1.8,0.2,-0.47,0.3,8
CC(C)c1ccccc1NC(=O)CNCCc1ccc(C(F)(F)F)cc1,.,6,32,-3,3.1,-0.9,-0.014,-0.1,-13
COc1ccc(NC(=O)Nc2ccccc2C)c(OC)c1,-18,3,10,1,1.9,0.7,-1.4,2.0,-8
COc1ccccc1N1CCN(CCC(=O)Nc2ccc3c(c2)OCO3)CC1,-7,1[fluorescence artefact?],10,5,-0.3,-1.8,0.78,-0.8,-9
CC1(C)Cc2ccccc2C(=NCC(=O)O)N1,-8,-2,-22,17,1.0,0.7,.,0.5,-11
Nc1nn(-c2cccc(F)n2)cc1-c1ccc(Cl)cc1,-36,-3,1,6,-1.3,1.1,0.79,32,-3
O=C(Cn1ccc(C(F)(F)F)n1)N=Nc1c(O)[nH]c2ccc(Br)cc12,-85,4,18,.,-1.0,-0.8,-0.67,2.2,15
COc1ccc(-c2[nH]ncc2CN(C)Cc2cccnc2)c(F)c1,5,-3,13,-4,1.0,-0.4,1.3,1.6,3
CCN(CC)S(=O)(=O)c1cc(NC(=O)C2Cc3ccccc3C(=O)O2)ccc1C (configuration not stated),.,2,-5,35,0.0,1.1,-1.1,0.2,-12
CCO[C@@H]1OC(C(=O)O)=C[C@H](c2ccc(Br)cc2)[C@H]1CCCO,.,3,17,2,0.6,0.8,0.93,-0.1,-24
Cc1ccccc1Cn1cnc2ccccc2c1=O,10,22[fluorescence artefact?],-7,6,5.6,0.6,-0.071,0.6,2
O=CN1CCCN(Cc2nc(Cc3ccccc3F)no2)CC1,-2,1,-22,-109,1.6,0.4,-0.45,1.4,0
O=C(N/N=C\c1ccc(Br)cc1)c1ccc(Cn2cccn2)o1,-1,15,10,-1,1.4,-0.3,-0.16,0.9,-5
N#C/C(=C/c1cc(Br)cs1)C(=O)NCC1CCCO1 (configuration not stated),-3,0,16,3,-3.9,0.2,-0.16,-0.1,-25
CCn1c(NCc2cc(Cl)ccc2O)nc2ccccc21,.,-7,-10,-8,1.3,0.5,-2.5,-0.4,-8
CCOC(=O)c1c(C)[nH]c(C)c1C(=O)COC(=O)CNC(=O)c1ccc(OCC)cc1,0,-13,-33,-8,-1.3,-0.8,0.073,0.0,-18
Cc1cc(N2CCN(c3nc(-c4ccc([N+](=O)[O-])cc4)cs3)CC2)c2ccccc2n1,4,-5,-63,5,-2.5,0.0,0.65,-0.7,-9
COc1ccc2c(=O)c(Oc3ccc(C(=O)O)cc3)c(C(F)(F)F)oc2c1,-9,1,32,5,-0.1,0.0,0.55,-0.3,-9
O=S(=O)(NC1CCN(Cc2ccccc2)CC1)c1ccc(Cl)cc1,-21,-3,20,-9,9.0,0.1,-1.3,0.0,-2
